ABCB1 inh – ABCB1 efflux pump inhibitors, primary screen, cell-based, multiplex, flow cytometry, ABCG2 counter-screen | actives 0.067% (n = 190,000) | ATP-dependent translocase ABCB1 (Homo sapiens), P08183 | inhibition, % at 6.6 µM | CCRF-Adr cells, JC-1 efflux; in the data active means inhibition above about 40%;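 further: 0% = vehicle and 100% = reference inhibitor; higher value means more JC-1 retained so stronger ABCB1 efflux block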
Mcl1 Noxa PPI – Mcl-1/Noxa binding inhibitors, primary screen, biochemical, TR-FRET, 1536-well; Induced myeloid leukemia cell differentiation protein Mcl-1 (Homo sapiens), Q07820; TR-FRET Mcl-1/Noxa peptide binding, 2 h; inhibition, % at 21.7 µM; actives 1.5% (n = 220,000); AID 1022, 2008;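 active means compounds that cut the protein-peptide binding signal by more than 50% relative to plate controls in a single-dose test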;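 further: His-tagged Mcl-1 with rhodamine Noxa BH3 peptide and terbium anti-His antibody; 0% = Mcl-1 plus Noxa peptide wells and 100% = peptide-only wells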
ABCG2 inh – ABCG2 efflux pump inhibitors, primary screen, multiplex with ABCB1, IgMXP3 cells, flow cytometry | Broad substrate specificity ATP-binding cassette transporter ABCG2 (Homo sapiens), Q9UNQ0 | JC-1 efflux | inhibition, % at 6.6 µM | actives 0.1% (n = 190,000);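 active means inhibition above 80%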;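 further: 0% = DMSO and 100% = nicardipine control wells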
Target sequence (Q9UNQ0 whole entry, looked up): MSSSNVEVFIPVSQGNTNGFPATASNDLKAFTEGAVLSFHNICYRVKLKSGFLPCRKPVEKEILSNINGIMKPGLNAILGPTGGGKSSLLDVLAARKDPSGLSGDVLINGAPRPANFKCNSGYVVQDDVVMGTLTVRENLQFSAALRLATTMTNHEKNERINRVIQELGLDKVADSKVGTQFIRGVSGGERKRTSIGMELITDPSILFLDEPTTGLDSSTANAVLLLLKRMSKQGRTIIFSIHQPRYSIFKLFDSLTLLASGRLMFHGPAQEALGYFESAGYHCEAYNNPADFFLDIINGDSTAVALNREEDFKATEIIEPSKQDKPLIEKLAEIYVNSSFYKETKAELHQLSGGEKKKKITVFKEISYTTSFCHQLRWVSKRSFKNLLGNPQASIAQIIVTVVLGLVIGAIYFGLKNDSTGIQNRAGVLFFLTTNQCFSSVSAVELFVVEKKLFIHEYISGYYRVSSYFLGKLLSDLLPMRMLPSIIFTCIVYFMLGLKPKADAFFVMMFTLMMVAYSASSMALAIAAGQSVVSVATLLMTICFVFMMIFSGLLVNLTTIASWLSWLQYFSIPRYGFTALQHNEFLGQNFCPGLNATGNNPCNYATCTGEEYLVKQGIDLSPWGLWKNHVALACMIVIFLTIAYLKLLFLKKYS
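Test system: IgMXP3 (ABCG2) plus far-red-tagged CCRF-Adr (ABCB1) cells. Reagent: JC-1 dye as substrate. Timing: 10 min exposure at 25 °C with rotation, no wash. Measured by: flow cytometric JC-1 green MFI at 530 nm. Read-out: percent efflux inhibition, scaled nicardipine 100% to DMSO 0%. Control set: nicardipine and DMSO wells.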
Rac1 mut GTP – GTP binding modulators of activated mutant Rac1, primary screen, biochemical, bead-based flow cytometry, multiplex, fluorescent GTP; AID 764, 2007; Ras-related C3 botulinum toxin substrate 1 (Homo sapiens), P63000; actives 0.11% (n = 190,000); GST-Rac1 activated beads; actives lie on both sides; 100% means binding = to untreated wells; percent activity (GTP binding), % at 10 µM;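 active means GTP binding at least 20 percentage points away from the 100% baseline, in either direction, so actives lie on both sides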
Cdc42 wt GTP – modulators of GTP binding to wildtype Cdc42, primary screen, biochemical, multiplex bead flow cytometry, Bodipy-GTP | GST-Cdc42 beads; actives lie on both sides | percent activity (GTP binding), % at 10 µM | actives 0.2% (n = 190,000);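 active means percent activity GTP binding at least 20 points away from the 100% baseline, either down as inhibitor or up as activator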;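 further: median bead fluorescence of bound Bodipy-FL-GTP at 100 nM; 0% = excess unlabeled GTP control and 100% = no compound control; below 100% means less GTP binding so inhibitor and above means activator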
Target sequence (P60953 whole entry, looked up): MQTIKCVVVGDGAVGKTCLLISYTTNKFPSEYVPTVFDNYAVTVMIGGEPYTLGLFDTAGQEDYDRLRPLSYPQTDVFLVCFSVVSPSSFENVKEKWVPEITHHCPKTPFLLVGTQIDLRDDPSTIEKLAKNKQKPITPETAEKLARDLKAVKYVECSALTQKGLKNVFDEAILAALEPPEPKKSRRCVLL
Rac1 wt GTP bind – wildtype Rac1 GTP binding modulators, primary screen, biochemical, GST-Rac1 beads, flow cytometry, multiplex. Ras-related C3 botulinum toxin substrate 1 (Homo sapiens), P63000. fluorescent GTP binding; actives lie on both sides; 0 = cold GTP competed, 100 = untreated. GTP binding activity (% of control), % at 10 µM. actives 0.27% (n = 190,000). AID 757, 2007;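 active means GTP binding activity at least 20 points away from the 100% control level, either lower or higher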
Rab2A wt mod – modulators of GTP binding to Rab2A wildtype, primary screen, biochemical, dog, bead-based flow cytometry, multiplex; Ras-related protein Rab-2A (Canis lupus familiaris), P61105; GST-Rab2 wt beads, Bodipy-GTP binding; GTP binding activity, % at 10 µM; actives 0.19% (n = 190,000);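 active means GTP binding activity at least 20 points away from 100%, either lowered or raised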;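 further: 0% = beads with excess unlabeled GTP and 100% = no-compound control corrected for plate trend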
Rab7 wt modul – modulators of GTP binding to Rab7, primary screen, biochemical, wildtype, multiplex bead flow cytometry | GST-Rab7 beads, fluorescent GTP binding; actives lie on both sides; untreated = 100%, excess cold GTP = 0% | GTP binding activity (percent of control), % at 10 µM | actives 0.055% (n = 190,000);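 active means fluorescent GTP binding to Rab7 beads changed by at least 20 points from the 100% baseline, either direction, mostly lower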;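 further: median green fluorescence of bound Bodipy-FL-GTP per Rab7 bead population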
Pf gamet viab – late stage P. falciparum gametocyte viability inhibitors, primary screen, ATP luminescence, HTS; inhibition, % at 10.9 µM; actives 0.065% (n = 150,000); P. falciparum stage V gametocytes, 24 h;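 active means inhibition above the mean plus 3 SD of compounds within the control limits, set per campaign, cut at about 38% in these data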;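 further: 0% = DMSO wells and 100% = medium only without gametocytes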
Avidin bead fluor – green autofluorescence of compounds with avidin beads – biophysical, 488/530 nm, flow cytometry, artefact control, profiling panel; compound fluorescence 488/530 nm; stronger effect = higher value; fluorescence (KMESF) at 10 µM; actives 0.38% (n = 220,000); AID 1775, 2009; in the data active means fluorescence above about 47; further: inactives centre near 10
HRas wt GTP bind – modulators of GTP binding to HRas wildtype, primary screen, biochemical, bead-based flow cytometry, multiplex | GTPase HRas (Homo sapiens), P01112 | GST-Ras wt beads, Bodipy-FL-GTP binding; actives lie on both sides | GTP binding activity, % at 10 µM | actives 0.14% (n = 190,000) | AID 759, 2007;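 active means GTP binding activity at least 20% away from the 100% baseline, either lowered as inhibitor or raised as activator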;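 further: 0% = unlabeled GTP competition control and 100% = no-compound control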
Target sequence (P01112 whole entry, looked up): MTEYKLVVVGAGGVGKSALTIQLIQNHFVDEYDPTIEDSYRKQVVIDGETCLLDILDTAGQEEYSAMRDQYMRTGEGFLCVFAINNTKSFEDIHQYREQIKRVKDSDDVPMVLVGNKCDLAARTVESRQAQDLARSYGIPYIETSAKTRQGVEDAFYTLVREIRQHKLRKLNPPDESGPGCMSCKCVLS
Active calls of the source: *; nt = no result given.

SMILES	ABCB1 inh	Mcl1 Noxa PPI	ABCG2 inh	Rac1 mut GTP	Cdc42 wt GTP	Rac1 wt GTP bind	Rab2A wt mod	Rab7 wt modul	Pf gamet viab	Avidin bead fluor	HRas wt GTP bind
CC1Cc2ccccc2N1C(=O)c1cc2sccc2n1Cc1ccccc1 (stereo not given)	1.0	-14	2	98	100	101	99	96	nt	3	100
S=C(NCCc1ccccc1)NC1CC2CCC(C1)N2Cc1ccccc1 (stereo not given)	0.6	9	9	98	100	107	97	95	10	13	99
CCOC(=O)C(CC)(CCC(=O)O)c1csc(Nc2ccc(C)cc2)n1 (stereo not given)	0.0	1	1	96	97	101	97	100	-17	12	99
Cc1cccc(C(=O)Nc2ncc(CN3CCOCC3)s2)c1	1.0	10	11	96	99	103	100	102	23	22	97
CCOCCCNC(=O)C(c1ccc(C)cc1)N(Cc1ccc2c(c1)OCO2)C(=O)CNC(C)=O (stereo not given)	0.7	16	6	102	105	106	101	99	nt	41	102
Cc1ccc(NC(=S)NCCc2ccccc2)c(C)c1	1.0	16	19	99	99	102	98	99	nt	10	98
CN(C)C=Nc1nonc1-c1ncn[nH]1	0.3	-18	0	101	104	104	103	96	23	9	104
CCCOc1ccc(Cn2ccnc2)cc1[N+](=O)[O-]	0.8	26	8	99	98	103	98	99	12	16	100
CC1=C(/C=C/C(C)=C/C=C/C(C)=C/C(=O)O)C(C)(C)CCC1	0.6	-14	3	99	105	103	102	95	nt	6	98
Cc1c(C(=O)Nc2cc(S(=O)(=O)N3CCOCC3)ccc2N2CCOCC2)oc2ccccc12	0.6	15	2	97	97	100	99	102	-11	10	97
O=C(Nc1ccccc1)O/N=C(\c1ccccc1)c1ccccn1	0.0	9	25	96	97	101	99	104	nt	12	98
COc1ccc(OC)c(Nc2nc(C3CC3)nc3c2nnn3Cc2ccccc2)c1	2.7	-12	13	98	98	98	99	98	nt	12	100
COc1ccc(S(=O)(=O)N2CCCCCC2)cc1N(C)S(=O)(=O)c1ccc(C)cc1	0.9	16	4	97	97	103	97	95	-5	20	98
COc1ccc(C(=O)COc2ccc(NC(C)=O)cc2)cc1	0.2	9	1	98	103	101	102	101	nt	9	102
Cc1cc(NC(=O)CCSc2ccccc2)no1	0.1	3	0	95	92	96	96	95	4	11	95
O=C(OCCCC(=O)N1CCOCC1)c1ccccc1	0.1	7	1	95	96	96	97	99	31	15	96
Cc1ccc(S(=O)(=O)CCc2nnc(NC(=O)c3ccccn3)s2)cc1	0.0	-98	1	97	99	101	102	102	nt	15	101
O=C1CC(c2ccccc2)n2nc(NC(=O)c3cccnc3)nc2N1 (stereo not given)	0.4	0	2	101	102	106	106	106	nt	7	104
COc1ccc(OCc2nc(N)nc(Nc3cccc(C)c3C)n2)cc1	1.2	13	14	102	104	106	102	96	9	34	101
Cc1ccccc1-c1nc(-c2cccnc2)no1	0.1	-2	2	98	100	101	99	98	-5	8	100
O=C1NC(CCc2ccccc2)C(=O)N1Cc1ccccc1Cl (stereo not given)	-0.2	-5	-1	101	97	101	98	97	-4	12	99
CCCOc1ccc(N2C(=O)CC(N3CCC(C(=O)OCC)CC3)C2=O)cc1 (stereo not given)	2.1	11	5	97	100	103	98	97	nt	14	101
COc1ccc(S(=O)(=O)N(CCc2ccccc2)CC(=O)O)cc1OC	-0.1	14	0	97	98	103	99	101	nt	37	99
Cc1ccc(S(=O)(=O)Nc2nc3ccccc3nc2NCc2ccco2)cc1	0.6	17	1	97	101	101	101	97	nt	11	99
Cc1ccc(C(=O)NCC(=O)OC(C)C(=O)Nc2ccc(N(C)C)cc2)s1 (stereo not given)	-1.5	37	14	97	99	100	101	99	10	8	100

In the list so far, these contain a furan ring, fused or not.
SMILES	ABCB1 inh	Mcl1 Noxa PPI	ABCG2 inh	Rac1 mut GTP	Cdc42 wt GTP	Rac1 wt GTP bind	Rab2A wt mod	Rab7 wt modul	Pf gamet viab	Avidin bead fluor	HRas wt GTP bind
Cc1c(C(=O)Nc2cc(S(=O)(=O)N3CCOCC3)ccc2N2CCOCC2)oc2ccccc12	0.6	15	2	97	97	100	99	102	-11	10	97
Cc1ccc(S(=O)(=O)Nc2nc3ccccc3nc2NCc2ccco2)cc1	0.6	17	1	97	101	101	101	97	nt	11	99

The list goes on:
SMILES	ABCB1 inh	Mcl1 Noxa PPI	ABCG2 inh	Rac1 mut GTP	Cdc42 wt GTP	Rac1 wt GTP bind	Rab2A wt mod	Rab7 wt modul	Pf gamet viab	Avidin bead fluor	HRas wt GTP bind
Cc1[nH]c2ccccc2c1/C=N/NC(=O)C1CC1(c1ccccc1)c1ccccc1 (stereo not given)	-0.1	8	1	101	99	106	102	96	8	31	100
COC(=O)CSc1nnc(-c2ccccc2O)n1-c1ccc(C)cc1	1.9	-15	19	101	106	109	101	103	-83	13	104
Cc1cccc(NC(=O)CSc2nnc(-c3ccncc3)n2C)c1	-2.2	-1	-3	90	93	91	92	90	nt	2	93
CCN1CCN(S(=O)(=O)CC2(C)C3CCC2(C)C(=O)C3Br)CC1 (stereo not given)	0.6	-3	-1	96	95	100	96	96	-15	9	98
NNC(=O)COc1cccc2cccnc12	0.4	3	0	98	101	107	100	99	nt	19	102
CCCCC1=NN(C(=O)c2ccco2)C(O)(C(F)(F)F)C1 (stereo not given)	0.3	14	5	97	95	95	97	102	-23	5	99
CCCOc1ccc(N2C(=O)CC(N(CCc3ccc(S(N)(=O)=O)cc3)C(C)=O)C2=O)cc1 (stereo not given)	0.7	18	3	96	101	101	98	98	nt	11	100
CCOC(=O)c1cnc(N)nc1C(F)(F)F	0.1	2	3	96	96	97	99	97	17	7	94
COc1ccc(CSc2nnc(CNS(C)(=O)=O)o2)cc1	0.8	27	4	96	100	99	101	100	nt	6	97
Cc1noc(C)c1COc1cccc(C(=O)Nc2ccc(OCc3ccccc3)cc2)c1	1.5	15	6	101	105	103	104	101	-1	11	106
Cc1cccc[n+]1C1C(c2ccccc2)C(C#N)=C(C(=C=[N-])C#N)NC1(O)C1CC1 (stereo not given)	-0.2	22	1	96	101	98	101	102	nt	35	101
Cc1cccc(N2CCN(C(=O)c3cn4ccccc4n3)CC2C)c1 (stereo not given)	0.7	12	2	95	96	95	100	104	nt	25	98
COc1cc(-c2nc(-c3ccc(NC(=O)c4ccc5c(c4)OCO5)cc3)no2)cc(OC)c1OC	5.6	15	24	98	97	99	100	98	-4	12	99
CC1=CS/C(=C(/C#N)C(=O)NCc2ccco2)N1c1ccccc1	0.3	1	1	99	102	104	101	101	nt	6	99
O=C(Cn1cc([N+](=O)[O-])cn1)N1CCCc2ccccc21	0.0	-1	0	99	99	99	101	106	-2	12	98
Cc1ccc(Cl)cc1NC(=O)COC(=O)CC(C)(C)C	0.3	-11	1	93	90	91	95	99	-9	16	94
C=C[C@@](C)(O)CC[C@@H]1[C@@]2(C)CCCC(C)(C)[C@@H]2CC[C@@]1(C)O	1.0	-19	2	98	101	103	99	103	nt	6	97
C#CCNC(=O)/C=C/c1ccc(C)cc1	0.6	-3	7	97	102	104	102	103	-25	11	102
COc1cccc(N/C(SCc2ccccc2C)=C(/C#N)C(=O)NCc2cccs2)c1	-0.9	48	-8	102	103	104	101	102	nt	11	102
Cc1ccc(C(=O)N2CCN(C(=O)c3ccc(C)cc3)C2)cc1	0.9	-12	9	99	96	99	97	105	-1	13	96
COc1ccc(NC(=O)c2c(F)c(F)c(F)c(F)c2F)cc1Cl	0.2	15	4	101	100	103	99	97	-1	6	100
O=C(/C=C/c1cccc(Cl)c1)Nc1ccncc1	0.8	4	5	99	99	101	99	100	25	11	99
COc1ccc(C(=O)Nc2ccc(N3CCN(Cc4ccccc4)CC3)cc2)cc1	0.3	7	2	95	95	97	92	94	7	11	95
O=C(NCCN1CCN(Cc2ccccc2)CC1)C1CC(=O)N(C2CCCC2)C1 (stereo not given)	3.3	20	20	101	105	110	103	101	nt	14	103
O=C(NCc1cccnc1)c1cn(-c2ccccc2)nc1-c1cccs1	0.4	3	2	100	101	103	100	102	-14	37	100
(listing goes on)
SMILES	ABCB1 inh	Mcl1 Noxa PPI	ABCG2 inh	Rac1 mut GTP	Cdc42 wt GTP	Rac1 wt GTP bind	Rab2A wt mod	Rab7 wt modul	Pf gamet viab	Avidin bead fluor	HRas wt GTP bind
CC(=O)NC1CC2CCCC(C1)N2CC(=O)Nc1ccccc1 (stereo not given)	0.6	nt	2	96	97	93	96	94	-5	8	96
CCCC(=O)c1cc(F)c(N2CCN(C(=O)OCC)CC2)cc1C	0.6	36	3	99	102	101	101	103	nt	36	102
N#Cc1ccc(N2CCCC2C(=O)O)c([N+](=O)[O-])c1 (stereo not given)	0.5	1	1	98	101	100	97	95	nt	34	99
Cc1cc(N2CCN(c3ccc(F)cc3)CC2)nc2cc(O)ccc12	0.7	24	3	100	97	100	98	98	nt	8	100
CCOc1ccc(S(=O)(=O)N(CC(=O)O)c2ccccc2)cc1	0.8	11	3	97	97	106	100	98	nt	7	102
CCOC(=O)C(C(=O)OCC)C(C)(C)/C(C)=N\Nc1ccc([N+](=O)[O-])cc1[N+](=O)[O-]	2.4	6	13	103	98	103	99	101	7	2	102
Cc1cc(NC(=O)CC23CC4CC(C2)CC(CC(=O)Nc2cc(C)on2)(C4)C3)no1	3.5	-3	5	97	97	95	96	95	nt	14	98
O=C(CCn1c(=O)oc2ccccc21)N1CCN(c2ccccc2Cl)CC1	1.2	-7	17	99	101	100	101	99	3	22	101
COc1ccccc1NC(=O)CCSc1nnnn1C	-0.3	-3	6	102	102	107	103	102	nt	16	102
Cc1nn(Cc2c(F)c(F)c(F)c(F)c2F)c(C)c1NC(=O)c1nn(C)cc1[N+](=O)[O-]	0.8	18	2	98	100	97	99	96	22	13	99
COc1ccc(CCNC(=O)C(=O)NCc2ccccc2)cc1OC	0.3	-1	2	100	99	104	98	99	nt	23	100
Cc1ccc(NCCNc2ccc(C)cc2)cc1	-1.4	8	-6	100	100	102	99	99	10	7	98
O=C(Cc1cccs1)Nc1ccc(-c2nnc(-c3ccco3)o2)cc1	-0.1	25	1	94	91	92	94	99	13	9	93
O=C(/C=C/c1ccc2c(c1)OCO2)NCCSCc1ccc(Cl)cc1Cl	0.1	0	1	87	89	87	92	96	0	34	92
